High-throughput results deposited in PubChem by several laboratories.
C1s block = complement C1s protease inhibitors, primary screen, biochemical, 10-compound mixtures | Complement C1s subcomponent (Homo sapiens), P09871 | purified C1s, fluorogenic AMC substrate, pooled mixtures | mean inhibition % of two 10-compound mixtures (hits give high values), % at 5 µM (by protocol) | 0.16% of 62,000 active | AID 538, 2006;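 active means inhibition above 20% in each of the two 10-compound mixture wells holding the compound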;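 further: 0% = enzyme wells lacking compound mixture and 100% = no-enzyme blank wells; some compounds called inactive have numbers as strong as hits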
CatL inh = inhibitors of human cathepsin L, biochemical. 0.17% of 58,000 active. Procathepsin L (Homo sapiens), P07711. purified cathepsin L, fluorogenic substrate, fluorescence. inhibition, %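 (tested at 10 µM)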; in the data active means inhibition above about 45%;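 further: 0% = enzyme with no compound and 100% = no enzyme blank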
Target sequence (P07711 114-288 limits assumed): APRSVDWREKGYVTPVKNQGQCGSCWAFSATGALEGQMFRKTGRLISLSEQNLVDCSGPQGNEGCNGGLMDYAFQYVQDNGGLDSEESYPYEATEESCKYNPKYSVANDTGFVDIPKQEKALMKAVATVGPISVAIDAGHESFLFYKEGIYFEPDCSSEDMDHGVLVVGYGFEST
Target sequence (P07711 292-333 limits assumed): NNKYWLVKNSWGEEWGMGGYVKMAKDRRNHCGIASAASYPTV
FXIIa mix inh = human factor XIIa inhibitors, primary screen, biochemical, pooled compound mixtures, fluorogenic substrate; Coagulation factor XII (Homo sapiens), P00748; purified FXIIa; inhibition, % at 5 µM; 0.2% of 62,000 active; AID 684, 2007;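 further: 0% = enzyme without compound and 100% = no enzyme blank; some results filed as inactive read as strong as hits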
PKA inh = inhibitors of human PKA kinase activity, primary screen, biochemical, ATP-depletion luminescence, Kemptide substrate. cAMP-dependent protein kinase catalytic subunit alpha (Homo sapiens), P17612. PKA Kemptide phosphorylation, Kinase-Glo ATP luminescence. inhibition, % at 6 µM. 0.1% of 65,000 active. AID 524, 2006;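 active means inhibition above the screen-wide mean inhibition plus 3 SD, cut at about 21% in these data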; further: many of its hits are not listed in these tables
CatG inh = human cathepsin G inhibitors, primary screen, biochemical, pooled compound mixtures, AMC fluorescence | inhibition, % at 5 µM (by protocol) | 0.2% of 62,000 active | purified enzyme, AMC-tetrapeptide fluorescence | AID 581, 2007;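 active means inhibition above 20% in each of the two mixture wells holding the compound; inactive means inhibition of 20% or less in either well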;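 further: 0% = enzyme control without mixture and 100% = blank lacking enzyme; strong numbers were not always called active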
JNK3 inh = JNK3 kinase activity inhibitors, primary screen, biochemical, human, purified enzyme; Mitogen-activated protein kinase 10 (Homo sapiens), P53779; HTS; inhibition, % at 8 µM; 0.61% of 60,000 active; in the data active means inhibition above about 17%;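 further: 0% = DMSO and 100% = reference inhibitor; many of its hits are not listed in these tables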
Target sequence (P53779 whole entry, looked up): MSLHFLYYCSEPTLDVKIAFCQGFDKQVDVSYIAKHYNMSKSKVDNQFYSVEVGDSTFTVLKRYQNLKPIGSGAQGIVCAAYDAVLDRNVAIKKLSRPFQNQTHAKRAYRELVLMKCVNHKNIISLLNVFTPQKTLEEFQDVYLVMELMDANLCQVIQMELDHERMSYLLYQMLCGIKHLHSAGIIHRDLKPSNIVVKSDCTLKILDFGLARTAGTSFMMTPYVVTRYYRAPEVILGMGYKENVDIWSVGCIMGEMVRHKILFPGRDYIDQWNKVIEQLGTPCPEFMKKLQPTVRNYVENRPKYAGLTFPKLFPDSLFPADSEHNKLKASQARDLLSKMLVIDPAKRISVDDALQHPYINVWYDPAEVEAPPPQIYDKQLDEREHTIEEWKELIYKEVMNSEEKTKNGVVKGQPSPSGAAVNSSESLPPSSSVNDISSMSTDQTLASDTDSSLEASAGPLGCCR
CatS block = inhibitors of human cathepsin S, biochemical, compound mixtures; P25774; recombinant cathepsin S, AMC dipeptide fluorescence, pooled mixtures; inhibition, %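 (tested at 5 µM per compound within 10-compound mixtures)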; 0.06% of 62,000 active; in the data active means inhibition above about 32%, passing the limit was not always enough;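 further: 0% = enzyme without compound and 100% = blank without enzyme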
Target sequence (P25774 115-331 limits assumed): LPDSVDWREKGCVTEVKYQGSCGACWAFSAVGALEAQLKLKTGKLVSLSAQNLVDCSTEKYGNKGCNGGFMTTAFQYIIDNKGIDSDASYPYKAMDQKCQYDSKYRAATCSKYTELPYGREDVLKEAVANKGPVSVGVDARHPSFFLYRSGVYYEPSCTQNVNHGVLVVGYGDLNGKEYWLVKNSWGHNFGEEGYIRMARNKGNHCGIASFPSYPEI
FXIa inh mix = FXIa protease inhibitors in compound pools, primary screen, biochemical, 10-compound mixtures | Coagulation factor XI (Homo sapiens), P03951 | purified FXIa, fluorogenic substrate, pooled mixtures | inhibition, % at 5 µM | 0.19% of 62,000 active | AID 680, 2007;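 further: each value is inhibition by a whole ten-compound pool holding the compound; 0% = enzyme with no mixture and 100% = wells lacking enzyme; strong numbers were not always called active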
ROCK2 blocker = inhibitors of human ROCK2 kinase, primary screen, biochemical, high-throughput, luminescence; AID 604, 2007; inhibition, % at 6 µM; purified ROCK2, Kinase-Glo ATP depletion luminescence; 0.35% of 60,000 active;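 active means inhibition above the screen-wide mean inhibition plus 3 SD, cut at about 18% in these data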;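 further: plate controls were DMSO wells for no effect and Y-27632 control wells after no-enzyme background subtraction for full effect; many of its hits are not listed in these tables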
* hit, by the source's call; / = no result given. Unless noted, no stated cut-off is given here; in the data, active means inhibition above about 20% (passing the limit was not always enough); inactive means the rest.

C1s block	CatL inh	FXIIa mix inh	PKA inh	CatG inh	JNK3 inh	CatS block	FXIa inh mix	ROCK2 blocker	SMILES
16	8	1	6	12	-3	9	11	-3	COc1cc(NC(=O)CCN2CCN(c3ccccc3F)CC2)cc(OC)c1
-9	7	3	-3	0	/	3	5	/	Fc1ccc(-c2nnc(SCc3ncc(-c4ccccc4)o3)n2CC2CCCO2)cc1 (centres undefined)
-76	11	2	6	-26	-9	-14	-31	2	O=C(C1CCCN(S(=O)(=O)c2cccnc2)C1)N1CCn2c1nc1ccccc12 (centres undefined)
-17	8	6	0	4	2	2	-6	2	CCCN1C(=O)C(NC(C)=O)c2cc(OC)ccc21 (centres undefined)
-1	21	7	9	7	6	5	0	16	Cc1cc(NC(=O)CSc2nnc(C(C)N(C)C)n2Cc2ccccc2)no1 (centres undefined)
4	26	8	8	23	6	3	1	0	O=C(Nc1ccc(NC(=O)C23CC4CC(CC(C4)C2)C3)cn1)c1ccco1
0	0	8	11	-3	2	-3	3	3	CCOC(=O)Nc1nc(C)c(C(=O)N(C)C)s1
-3	-1	10	-7	4	-1	-2	9	-6	CCN(CC(=O)NC)S(=O)(=O)c1ccc(Br)cc1
-2	-4	4	-1	-1	-1	-1	9	-1	Cc1nn(CCCNC(=O)C2CCCO2)cc1Br (centres undefined)
-1	18	-17	-2	-1	-5	2	12	0	CCOC(=O)c1ccc(NC(=O)Nc2ccc3c4c(cccc24)C(=O)N3CC)cc1
-4	/	6	5	-2	-5	-2	-6	2	CC1CCCCN1C(=O)c1ccc(C(=O)N2CCCCC2C)cc1 (centres undefined)
19	4	-20	10	16	1	5	7	6	Cc1cc2cc(CNC(=O)c3ccc(S(=O)(=O)N4CCOCC4)cc3)ccc2[nH]1
17	-2	8	-6	9	-1	-2	6	-1	Cc1c(C(=O)NCc2ccccn2)sc2nc(-c3ccc(F)cc3)cn12
0	/	3	8	27	3	3	4	6	Cn1c(=O)c2c(nc(NCc3ccccc3)n2Cc2ccc(F)cc2)n(C)c1=O
-5	0	2	-2	0	-3	4	5	1	O=C(CSc1nnc(-c2ccccc2)o1)n1c2c(c3ccccc31)CCCC2

Results in CatG inh and PKA inh (6 entries from above):
mol	CatG inh	PKA inh
CCOC(=O)c1ccc(NC(=O)Nc2ccc3c4c(cccc24)C(=O)N3CC)cc1	-1	-2
CC1CCCCN1C(=O)c1ccc(C(=O)N2CCCCC2C)cc1 (centres undefined)	-2	5
Cc1cc2cc(CNC(=O)c3ccc(S(=O)(=O)N4CCOCC4)cc3)ccc2[nH]1	16	10
Cc1c(C(=O)NCc2ccccn2)sc2nc(-c3ccc(F)cc3)cn12	9	-6
Cn1c(=O)c2c(nc(NCc3ccccc3)n2Cc2ccc(F)cc2)n(C)c1=O	27	8
O=C(CSc1nnc(-c2ccccc2)o1)n1c2c(c3ccccc31)CCCC2	0	-2

Continuation.
C1s block	CatL inh	FXIIa mix inh	PKA inh	CatG inh	JNK3 inh	CatS block	FXIa inh mix	ROCK2 blocker	SMILES
-3	19	-1	4	8	/	5	4	/	O=C(OC(C(=O)NCc1cccs1)c1ccccn1)c1cccs1 (centres undefined)
12	-1	3	5	11	0	2	9	6	CCNC(=O)N1c2ccc(OC)cc2C(C)=CC1(C)C
-26	-1	8	0	1	-3	-5	10	-1	CCOc1cccc(NC(=O)C2CCCN(S(=O)(=O)c3ccc(OC)cc3)C2)c1 (centres undefined)
4	-1	-22	4	11	1	6	1	6	Cc1nc2ccc(F)cc2cc1C(=O)NCc1ccco1
-25	-2	-1	1	6	-3	-8	9	-8	O=S(=O)(Nc1ccc(O)c(CN2CCCCC2)c1)c1ccccc1
16	1	3	-2	9	1	8	4	-1	COC(=O)C1=C(C)NC(=O)NC1c1ccc(OCC(=O)N2CCCCC2)cc1 (centres undefined)
-15	-11	2	5	-3	-4	-5	-1	6	O=C(c1ccccc1S(=O)(=O)NCc1ccccc1)N1CCCC1
5	/	7	-1	9	2	9	0	1	CC1Oc2ccccc2C=C1C1/C(=C(/O)c2ccccc2)C(=O)C(=O)N1CCCN(C)C (centres undefined)
-3	-2	-1	2	-4	-5	-1	3	-4	CC(C)CCOc1ccc(C2(C)NC(=O)N(CN3CCOCC3)C2=O)cc1 (centres undefined)
-10	-7	12	1	-12	1	2	0	0	CC(=O)Nc1cc(C(=O)N2CCOCC2)ccc1S(=O)(=O)c1ccc(C)cc1
-12	4	-18	-5	-3	-3	22	11	0	CCOC(=O)C(Cc1ccccc1)NS(=O)(=O)c1ccc(NC(C)=O)cc1 (centres undefined)
/	-2	/	-1	/	4	/	/	0	COC(=O)CSCC(=O)Nc1cc2c(cc1C(C)=O)OCO2
11	10	0	3	10	-1	11	1	7	O=C(CSc1nnc(Cc2cccs2)n1Cc1ccco1)Nc1ccc(Cl)cc1Cl
-17	4	5	4	25	-8	-5	7	6	O=C(Cn1c(=O)c2c(ncn2Cc2ccccc2)n(Cc2ccccc2)c1=O)NC1CC1
-275	11	2	7	-24	1	-17	-36	3	O=C1C(Cl)=C(NCC2CCCO2)C(=O)N1c1ccccc1 (centres undefined)

Profiles from above:
CCOC(=O)C(Cc1ccccc1)NS(=O)(=O)c1ccc(NC(C)=O)cc1 (centres undefined) in the list: C1s block: -12; CatL inh: 4; FXIIa mix inh: -18; PKA inh: -5; CatG inh: -3; JNK3 inh: -3; CatS block: 22; FXIa inh mix: 11; ROCK2 blocker: 0
O=S(=O)(Nc1ccc(O)c(CN2CCCCC2)c1)c1ccccc1 in the list: C1s block: -25; CatL inh: -2; FXIIa mix inh: -1; PKA inh: 1; CatG inh: 6; JNK3 inh: -3; CatS block: -8; FXIa inh mix: 9; ROCK2 blocker: -8
CC1Oc2ccccc2C=C1C1/C(=C(/O)c2ccccc2)C(=O)C(=O)N1CCCN(C)C (centres undefined) in the list: C1s block: 5; CatL inh: /; FXIIa mix inh: 7; PKA inh: -1; CatG inh: 9; JNK3 inh: 2; CatS block: 9; FXIa inh mix: 0; ROCK2 blocker: 1

New compounds follow.
C1s block	CatL inh	FXIIa mix inh	PKA inh	CatG inh	JNK3 inh	CatS block	FXIa inh mix	ROCK2 blocker	SMILES
0	7	4	9	7	-5	1	-2	9	CC(C)(C)c1cc(NC(=O)c2cc(F)c(F)c(F)c2F)no1
11	5	4	-2	8	6	14	3	1	O=C(OCCN1CCCCC1)c1ccc(O)cc1
17	6	-15	/	12	/	-3	6	/	CCOC(=O)c1c(NC(=O)OC)sc(C(=O)N(C)C)c1C
2	5	8	3	15	5	11	-1	6	CC(C)Cn1c(N)c(C(=O)CSc2nnnn2-c2ccc(Cl)cc2)c(=O)n(C)c1=O
1	-4	0	6	4	0	-1	-2	5	O=C(COc1cnc2ccccc2n1)NCCC1=CCCCC1
9	11	8	10	10	-1	18	6	7	C=CCNc1oc(Cc2cccc3ccccc23)nc1C#N
7	-14	6	0	9	-2	-4	7	0	CCOC(=O)N1CCN(c2c(NCCCN(CC)Cc3ccccc3)c(=O)c2=O)CC1
-3	17	4	-6	-7	1	17	-1	-2	CCC1(C)Cc2c(sc3nc4n(c(=O)c23)CCCS4)CO1 (centres undefined)
3	2	-9	-12	3	-4	14	-3	-9	CCOC(=O)N1CCC2(CC1)C(C(=O)C13CC4CC(CC(C4)C1)C3)C2(C#N)C#N (centres undefined)
-4	/	-15	8	6	-3	2	0	0	Cc1ccc2cc(CCNC(=O)C(C)(C)C)c(=O)[nH]c2c1
/	9	/	2	/	4	/	/	8	Cc1cc(=O)oc(C)c1C(=O)N1CCN(C)CC1
5	/	-2	0	0	/	7	4	/	Cc1nc2c(C(=O)NCc3ccccc3)c[nH]n2c(=O)c1Cl
9	-5	-9	7	9	2	-3	3	9	Cc1cc(CC(C)C)n(-c2nc3ccccc3c(=O)n2OCC(N)=O)n1
4	/	14	6	8	2	2	-4	6	COc1ccc(-n2c(Cc3cccn3C)nnc2SCC(=O)N2CCOCC2)cc1
36	5	8	6	-11	7	3	-2	7	c1cncc(-c2nn[nH]n2)c1

New compounds follow
C1s block	CatL inh	FXIIa mix inh	PKA inh	CatG inh	JNK3 inh	CatS block	FXIa inh mix	ROCK2 blocker	SMILES
-18	-2	10	2	-10	-3	7	-3	-1	O=C(NCc1cccs1)NC1CCCCC1
0	/	3	2	0	/	14	7	/	CCCCOC(=O)Nc1ccc(N2CCCCC2)cc1
13	12	2	-5	11	-1	14	7	-2	CCCCCn1c(CN2CCN(Cc3ccccc3)CC2)nc2c1c(=O)n(C)c(=O)n2C
8	12	-16	-5	4	-1	-7	7	-2	CC12COC3(C(=O)Nc4ccc(Cl)cn4)CC1CCC32C (centres undefined)
-15	/	2	13	-7	1	-7	0	8	CCN=C1SC(CC(=O)Nc2ccc(C)cc2)C(=O)N1CC (centres undefined)
-2	-12	7	-6	4	-15	6	9	2	Cn1cccc1-c1nc2ccc(NC(=O)c3cccs3)cc2[nH]1
-2	-4	10	6	-3	3	11	5	1	Cc1cc(C)nc(NC(=O)CSc2nnnn2-c2ccccc2)n1
11	14	-2	4	10	-3	-1	6	4	O=C(O)CCCC(=O)Nc1ccccc1-n1ccnc1
9	-1	10	7	10	1	3	-1	5	C(=C\c1ccccc1)/CSc1nnc(-c2cccnc2)o1
11	/	-4	3	4	2	-4	2	4	Cc1cc(S(=O)(=O)N2CCN(c3ccc(F)cc3)CC2)c(C)s1
8	21	5	-7	2	0	4	2	-2	CC1CCc2nn(CC(=O)NCc3ccco3)cc2C1 (centres undefined)
-28	10	3	3	-2	/	18	8	/	CCCC(=O)Nc1ccc(NC(=O)Cc2ccccc2)cn1
-10	2	-2	-5	5	-2	-7	0	-6	COc1ccc(NC(=O)Nc2ccc(N3CCCC3=O)cc2)cc1OC
-34	4	2	5	2	-2	0	8	6	O=C(NCCN1CCOCC1)c1cc(-c2ccc(Cl)cc2)on1
8	-6	-19	-3	11	-5	0	9	-1	Brc1ccc(Oc2nsnc2N2CCOCC2)cc1

(listing goes on)
C1s block	CatL inh	FXIIa mix inh	PKA inh	CatG inh	JNK3 inh	CatS block	FXIa inh mix	ROCK2 blocker	SMILES
-3	-1	-15	5	-3	2	-2	-7	1	CCC1CCCCN1CCCNC(=O)Cn1nc(-c2ccc(C)cc2)ccc1=O (centres undefined)
-8	-3	5	5	9	-8	2	1	6	CCOc1ccc2oc(-c3ccccc3)c(C(=O)O)c2c1
2	7	-1	10	3	2	8	3	6	COc1ccc(CCC2(C)NC(=O)NC2=O)cc1 (centres undefined)
9	15	6	5	11	10	0	6	4	CCC(=O)Nc1ccc(Cl)c(NC(=O)c2ccc(Br)o2)c1
